# Source: PubChem (several laboratories)
# PvdQ acylase: P. aeruginosa PvdQ acylase inhibitors, primary screen, biochemical, fluorescence, plate reader and imaging, single point; AID 488965, 2010; 0.063% of 340,000 active; PvdQ acylase [Pseudomonas aeruginosa LESB58]; purified PvdQ acylase; inhibition, % at 10 µM; in the data active = inhibition above about 30%, passing the limit was not always enough; inconclusive = no clear call, values can overlap the other calls;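 note: 0% = vehicle neutral wells and 100% = reference inhibitor wells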
# AddAB inh: growth inhibition of E. coli expressing H. pylori AddAB, primary screen, AddAB inhibitor project, absorbance. inhibition, % at 11.9 µM. 0.29% of 330,000 active. AID 435030, 2010; in the data active = inhibition above about 12%;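 note: 0% = vehicle wells of infected cells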
# phage Ecoli inh: growth loss of phage-infected E. coli, primary screen, RecBCD inhibitor project, absorbance, with phage, HTS; 0.26% of 360,000 active; inhibition, % at 11.9 µM; in the data active = inhibition above about 11%
# DAGLB inh: DAGLB lipase inhibitors, primary screen, biochemical, fluorescence, HTS | Diacylglycerol lipase-beta (Homo sapiens), Q8NCG7 | HEK293T DAGLB membrane lysate, EnzChek fluorogenic substrate | inhibition, % at 5.17 µM | 0.059% of 340,000 active; in the data active = inhibition above about 34%;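 note: 0% = enzyme with vehicle and 100% = wells lacking enzyme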
# Target sequence (Q8NCG7 whole entry, looked up): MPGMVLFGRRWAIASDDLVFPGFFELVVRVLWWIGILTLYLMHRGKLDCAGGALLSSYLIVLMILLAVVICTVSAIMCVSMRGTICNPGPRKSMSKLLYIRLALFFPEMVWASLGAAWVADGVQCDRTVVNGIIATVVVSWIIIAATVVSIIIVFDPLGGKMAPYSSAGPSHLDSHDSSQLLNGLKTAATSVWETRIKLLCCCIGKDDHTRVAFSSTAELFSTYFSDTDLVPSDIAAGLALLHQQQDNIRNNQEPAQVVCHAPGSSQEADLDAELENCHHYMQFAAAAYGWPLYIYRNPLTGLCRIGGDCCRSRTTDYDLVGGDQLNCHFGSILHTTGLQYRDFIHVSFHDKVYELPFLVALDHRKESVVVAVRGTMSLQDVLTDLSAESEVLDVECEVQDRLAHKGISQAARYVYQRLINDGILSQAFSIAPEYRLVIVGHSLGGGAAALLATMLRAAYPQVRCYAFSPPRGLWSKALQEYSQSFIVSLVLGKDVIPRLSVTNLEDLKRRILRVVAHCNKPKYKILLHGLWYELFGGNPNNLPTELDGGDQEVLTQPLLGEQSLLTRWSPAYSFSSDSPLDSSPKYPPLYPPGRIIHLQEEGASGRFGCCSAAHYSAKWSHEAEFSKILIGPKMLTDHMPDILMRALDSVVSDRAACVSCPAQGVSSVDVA
# Rtt109 HAT inh: inhibitors of C. albicans Rtt109/Vps75 HAT, primary screen, biochemical, ThioGlo CoA-SH fluorescence, plate reader; Histone acetyltransferase RTT109 (Candida albicans (strain SC5314 / ATCC MYA-2876)), …; purified Rtt109/Vps75, 4 h; inhibition, % at 34.9 µM; 0.16% of 330,000 active;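 active = inhibition of at least 50% in every replicate; inconclusive = best replicate reaches 50% inhibition but some replicates fall short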
# Target sequence (Q5AAJ8 whole entry, looked up): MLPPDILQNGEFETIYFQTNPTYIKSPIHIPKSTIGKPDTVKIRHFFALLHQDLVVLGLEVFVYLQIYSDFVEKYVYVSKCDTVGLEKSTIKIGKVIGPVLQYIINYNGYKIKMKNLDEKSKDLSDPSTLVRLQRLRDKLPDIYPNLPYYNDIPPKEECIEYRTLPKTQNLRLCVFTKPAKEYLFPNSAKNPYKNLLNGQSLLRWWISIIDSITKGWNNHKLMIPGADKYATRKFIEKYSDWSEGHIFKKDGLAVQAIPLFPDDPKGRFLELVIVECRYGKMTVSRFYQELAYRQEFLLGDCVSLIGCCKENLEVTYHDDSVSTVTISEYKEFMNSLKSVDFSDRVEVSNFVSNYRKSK
# CAL PDZ inh: CAL PDZ peptide-binding inhibitors, primary screen, biochemical, fluorescence polarization, Cer-tagged CAL PDZ, HTS; inhibition, % at 20 µM; 0.02% of 330,000 active; purified CAL PDZ, TMR-peptide fluorescence polarization, 1 h; Golgi-associated PDZ and coiled-coil motif-containing protein (Homo sapiens), Q9HD26;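 active = highest replicate inhibition of at least 40%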;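 note: plate controls were DMSO neutral control wells for no effect and unlabeled competitor peptide control wells for full effect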
#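 Material: tagged CAL PDZ domain; buffer or medium: 25 mM sodium phosphate pH 7.4, 150 mM NaCl, TCEP, IgG, Thesit; compound dosing: single point, 20 µM; schedule: 1 h incubation at room temperature before polarization reading; measured by: FP readout, S and P plane fluorescence; read-out basis: percent inhibition from loss of millipolarization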
# Ecoli viability: E. coli V3065 growth inhibition, primary screen, counter-screen for AddAB inhibitor project, absorbance, OD600. 0.27% of 330,000 active. inhibition, % at 11.9 µM. 18 h. AID 449728, 2010;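 active = inhibition above the campaign's mean inhibition across all tested compounds plus 3 SD, cut at about 9.9% in these data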;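 note: uninfected addAB+ strain grown without phage in ampicillin broth; 0% = DMSO wells and 100% = ciprofloxacin 0.95 µg/ml wells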
# PfHsp90 yeast 2: growth inhibition of PfHsp90-expressing yeast, primary screen, antimalarial PfHsp90 inhibitor project, S. cerevisiae, BacTiter-Glo luminescence, single point, set 2. BacTiter-Glo ATP, 48 h; yeast lacking PDR1 and PDR3 efflux regulators. 0.32% of 310,000 active. AID 504621, 2011. inhibition, % at 9.4 µM;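 active = every replicate shows inhibition above about 80%, whatever the replicate mean, limit read from the data; inconclusive = mean inhibition reaches the set limit but some replicate falls short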;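 note: 0% = DMSO neutral controls and 100% = 20 µM radicicol positive controls; yeast relying on Plasmodium falciparum Hsp90 in place of its own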
# Wnt act: Wnt/beta-catenin pathway activators, primary screen, cell-based, plate reader, single point; Wnt/beta-catenin reporter cell assay, activator; activation, % at 9.35 µM; AID 743398, 2014; 1.2% of 300,000 active; in the data active = activation above about 30%, passing the limit was not always enough; inconclusive = no clear call, values can overlap the other calls;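 note: 0% = neutral control wells and 100% = positive control wells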
# Tat export inh: E. coli Tat export inhibitors, primary screen, MC4100, TorA-mCherry reporter, fluorescence, single point; inhibition, % at 10 µM; 0.036% of 340,000 active; AID 488895, 2010;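 active = mean replicate inhibition at least 50% and at least half of replicates individually reaching 50%; inconclusive = only one of the two criteria met; inactive = neither criterion met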;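 note: exported cargo escapes ClpAP degradation while cytoplasmic cargo is degraded and loses fluorescence; 0% = median of neutral control wells and 100% = median of NaSCN control wells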
# * = called active by the depositor; ? = inconclusive; · = not tested or not shown; & = joins results of further samples.
SMILES,PvdQ acylase,AddAB inh,phage Ecoli inh,DAGLB inh,Rtt109 HAT inh,CAL PDZ inh,Ecoli viability,PfHsp90 yeast 2,Wnt act,Tat export inh
CCCCNC(=O)c1onc(CSc2cccc(OCC)c2)c1C(=O)O,-1,0.2,-1.1,10,15,0.0,-3.5,-18,-1,7
O=C(COC(=O)c1c(F)cccc1F)Nc1ccc2c(c1)OCO2,-6,·,1.1,-11,0,-2.8,·,·,28,0
COc1ccc(S(=O)(=O)Nc2ccc3c(c2)n(C)c(=O)n3C)cc1OC,9,5.1,6.1,-1,-8,-0.4,-0.3,16,1,-7
Clc1ccc(CSc2ncn[nH]2)cc1,-9,1.7,4.2,-1,-3,1.4,2.0,-19,·,6
CS(=O)(=O)N1CCC(C(=O)NCc2ccncc2)CC1,-12,1.1,1.6,-2,-2,-0.1,-3.0,5,·,-5
COc1ccc(Cl)cc1NC(=S)Nc1cccnc1,-6,-0.7,3.7,-3,1,-1.1,-0.9,17,0,-6
COc1ccc(OC)c(CN2CCN(C(=O)c3cccc(S(=O)(=O)Nc4ccc(F)cc4)c3)CC2)c1,-13,·,1.8,0,5,0.0,·,14,-2,13
O=C(O)c1cc(-c2cccnc2)nn1-c1ccccn1,-14,2.6,0.5,1,-8,-0.1,3.6,51,·,4
Cc1ccc(S(=O)(=O)n2ccc3c(OCCOCCNCc4ccc(F)cc4)cccc32)cc1,14,-1.6,1.5,-1,8,-1.1,1.3,33,-7,15
O=C(NCc1ccccc1)C1=C[C@H](c2csc3ccccc23)C[C@H](OCCCCO)O1,-8,1.1,3.3,2,-20,-3.2,-0.4,-28,-1,8
O=C(Nc1ccc(F)cc1F)c1ccc(COc2c(F)c(F)cc(F)c2F)o1,-17,1.3,1.6,-23,·,-1.1,0.2,8,3,4
CCOC(=O)c1nnn2c1nc(N(CC)CC)c1ccccc12,-3,-1.2,2.6,3,-1,1.4,1.0,-11,1,-1
O=c1[nH]c(SCc2nc3ccccc3c(=O)n2-c2ccccc2)nc2ccccc12,-12,3.0,1.2,4,-2,-2.9,-1.7,-1,·,-3
S=C(NCc1ccc2c(c1)OCO2)NC1CCN(Cc2ccccc2)CC1,-10,3.4,3.9,0,4,-0.9,-0.9,-9,2,2
O=C(NC(c1ccccc1)c1ccccc1)C1CCCN(S(=O)(=O)c2cnc[nH]2)C1 (stereo unspecified),-27,2.2,0.6,0,-7,-0.7,-1.5,9,-5,-2
CC1CCN(C(=O)CN2c3cccc4cccc(c34)S2(=O)=O)CC1,-11,-1.3,1.2,-1,-1,-1.2,0.5,0,-1,6
COc1cc([N+](=O)[O-])ccc1NC(=O)CN1C(=O)NC2(CCCCC2C)C1=O (stereo unspecified),-7,·,-0.5,0,6,-2.1,·,10,-1,-5
CCCc1ccc(Oc2cn[nH]c2-c2ccc(O)cc2O)cc1,7,5.7,5.9,1,9,0.1,3.3,?,·,10
CN1CCN(Cc2nc3c(c(=O)[nH]c(=O)n3C)n2Cc2c(F)cccc2Cl)CC1,-12,0.2,1.3,-2,10,-0.7,-1.3,-12,-3,3
CC1CCCC(NC(=O)CCCn2ncn3c(cc4occc43)c2=O)C1C (stereo unspecified),-12,1.1,0.8,0,2,-0.2,0.1,-7,1,-1
COc1ccc(CN2CCCC(CO)(Cc3ccc(F)cc3)C2)c(OC)c1OC (stereo unspecified),-12,-0.4,0.4,0,1,-2.0,-0.3,29,11,3
CC(=O)Oc1ccc(C)cc1-n1nc2ccccc2n1,11,2.1,2.7,-9,0,-1.0,0.0,·,77*,-8
CCCc1nc2ccc(NC(=O)c3cccs3)cc2c(=O)n1Cc1ccc(Cl)cc1,1,0.9,3.6,-2,1,-3.3,-1.2,-11,6,-7
CCn1[nH]c(=O)c(=Nc2c(C)n(C)n(-c3ccccc3)c2=O)cc1-c1ccc(Cl)cc1,3,0.0,2.1,2,1,-0.9,-1.0,-85,·,3
Cc1cc2ncn(CCC(=O)NC(C)(C)C)c2cc1C,-2,-0.3,7.5,-1,2,-2.7,-0.7,20,0,-6
O=C(ONC1=NCCCCC1)c1ccc([N+](=O)[O-])cc1,-3,-1.7,6.5,-2,10,-2.0,-2.0,4,1,-8
Cc1ccc(S(=O)(=O)Nc2c(C)n(C)n(-c3ccccc3)c2=O)cc1,-14&1,2.2&1.5,-0.2&3.3,0&-1,4&-1,10&-1.4,-0.7&2.7,-3,-1&-2,-7&-1
O=C(COC(=O)C12CC3CC(CC(Cl)(C3)C1)C2)Nc1ccccc1,-15,2.2,0.1,-6,10,1.1,3.7,1,5,17
CN(C)/C=C(/C(=O)c1ccc(Cl)cc1Cl)S(=O)(=O)c1ccccc1,-10,5.5,2.5,4,-2,-0.6,-0.9,-17,·,-2
CC(CNC(=O)Cn1ccc2cc(S(=O)(=O)N3CCCC3)ccc21)c1ccccc1 (stereo unspecified),-10,-1.5,-0.7,0,2,-0.6,1.1,-26,-2,1
CC(C)Oc1ccc(C(=O)Nc2ccc(N3CCCCC3)cc2)cc1,11,6.3,0.4,1,2,-1.9,1.9,-4,-14,5
O=C(COC(=O)c1ccc(Cl)c(S(=O)(=O)N2CCCC2)c1)NC1CCCCC1,-2,4.3,4.3,-5,-2,-1.5,-0.7,-2,-2,-6
CC(=O)c1cccc(NC(=O)C2CCCCC2)c1,-1,1.9,2.5,-1,8,-1.4,0.2,8,-3,-7
Clc1ccc(C=NN2CCCCCC2)c(Cl)c1,-3,·,1.6,-2,-4,0.5,·,·,16,9
O=C(C1COc2ccccc2O1)N1CCN(c2ccc([N+](=O)[O-])cc2)CC1 (stereo unspecified),5,-1.2,3.6,2,0,-0.2,-2.2,-12,-4,-2
CC(=O)Nc1c(O)nc(SCC(=O)Nc2sc3c(c2C#N)CCCCCC3)[nH]c1=O,-6,-1.2,1.3,-3,1,0.1,-2.2,0,-4,-3
CC1(NC(=O)Nc2cc([N+](=O)[O-])ccc2O)CCS(=O)(=O)C1 (stereo unspecified),-9,-0.3,1.5,2,5,-1.7,0.9,7,-6,-4
CCN(CC(=O)Nc1ccc2c(c1)OCCO2)Cc1cc(=O)oc2cc(C)c(C)cc12,-8,2.1,1.2,-1,9,-0.5,-1.1,10,3,4
COc1ccc(C(=O)Nc2ccc(Cl)cc2F)cc1S(=O)(=O)N1CCCC1,-4,-0.6,6.6,-2,8,-0.9,0.5,-3,0,-1
O=C(C1CC(=O)N(c2ccc3c(c2)OCCO3)C1)N1CCN(c2ccccc2)CC1 (stereo unspecified),-19,4.8,-1.4,1,8,-0.1,-2.0,-4,-3,0
O=C(CCN1CCN(c2ccccc2)CC1)N/N=C/c1ccc([N+](=O)[O-])o1,-17,26*,7.0,2,1,-7.6,6.9,6,-1,7
COc1cc(-c2c(-c3ccc4c(c3)OCO4)noc2C)ccc1F,22,3.2,1.4,-13,1,-1.9,3.9,-27,13,3
CC(NC(=S)NC(=O)c1cccs1)c1ccccc1 (stereo unspecified),7,0.4,1.6,-4,-4,-0.7,0.8,-21,-4,5
Cc1ccc2sc(NC(=O)CN3C(=O)c4ccccc4C3=O)nc2c1C,0,-0.5,1.1,1,4,0.2,-1.9,-14,1,-1
CC(C(=O)Nc1ccc2c(c1)OCO2)c1ccc([N+](=O)[O-])cc1 (stereo unspecified),12,1.6,3.9,-2,15,-4.0,-1.1,-5,0,-3
COc1cc(NC(=O)COC(=O)CNC(=O)C23CC4CC(CC(C4)C2)C3)cc(OC)c1,7,0.4,4.8,-7,11,-0.9,1.9,-42,-3,5
CC(C)(C)NC(=O)Cn1c(SCC(N)=O)nc2ccccc21,-5,1.2,1.0,0,6,0.1,-1.6,-23,-1,-4
Cn1nccc1C(=O)NC1CCCc2c1cnn2-c1ccccc1F (stereo unspecified),-8,5.1,2.4,0,0,-2.4,-2.5,-7,-2,-1
c1ccc2occc2c1,-18,1.8,3.5,0,-8,-0.2,2.4,-33,-1,-10
CCNc1nc(NC(C)C)nc(NC(C)(C)C)n1,-14,0.6,0.8,-1,0,-0.3,-1.7,-2,0,-9
O=C1/C(=C\Nc2ccc(Cl)cc2)CCN1c1ncccn1,10,3.5,1.9,-3,-4,-1.0,1.2,11,2,-8
O=c1[nH]c(CNCc2cccnc2)nc2ccccc12,-2,0.6,4.6,0,-7,-0.6,-1.2,25,-1,-5
CC1(C)NC(=O)N(CCOCCOc2c(Cl)cc(Cl)cc2Cl)C1=O,7,1.8,0.1,1,-3,1.5,0.9,-4,·,4
Cc1noc(C(=O)Nc2cccc(Cl)c2)c1Cl,6,·,3.4,-3,-4,-0.2,·,-8,4,-2
C[C@H](O)[C@@H]1C(=O)N2CCc3ccc(-c4ccccc4)cc3[C@@H]2C[C@@H]1N(C)C(=O)c1ccc(C#N)cc1,7,·,2.1,1,-9,0.2,·,-2,-2,-3
CCC(O)C1CCN(C(=O)c2ccc(OC3CCN(Cc4ccccn4)CC3)cc2)CC1 (stereo unspecified),-11,4.4,1.1,-2,1,-1.3,1.8,17,-1,-7
O=C(Nc1ccccc1C(=O)N1CCOCC1)c1noc2c1CCCC2,-9,1.2,1.7,2,14,·,1.6,·,·,-8
CCOC(CNC(=O)c1ccc2c(c1)nc(C)n2-c1cccc(F)c1)OCC,-1,-0.6,1.0,-5,-2,-0.8,1.7,17,-3,-1
O=C(COc1ccc(C2SCCS2)cc1)NNC(=O)C(Cl)Cl,-14,-0.3,-1.6,1,-6,-0.6,-3.7,-9,10,-3
N/C(=N\OC(=O)CCC1CCCC1)c1ccc([N+](=O)[O-])cc1,-5,0.9,4.1,-8,-6,-2.8,0.9,-68,14,-11

# Going on with the list:
SMILES,PvdQ acylase,AddAB inh,phage Ecoli inh,DAGLB inh,Rtt109 HAT inh,CAL PDZ inh,Ecoli viability,PfHsp90 yeast 2,Wnt act,Tat export inh
CN(C)CCCN1CC(C(=O)O)CC1=O (stereo unspecified),-4,1.0,-2.1,-1,-6,-0.5,0.6,-7,·,-3
COc1ccc(N(CC(O)CN2CCCCC2)S(=O)(=O)c2ccc(C)cc2)cc1 (stereo unspecified),-13,1.9,1.7,1,1,-2.6,-0.8,9,·,-12
CCOC(=O)c1c(S(=O)(=O)NCCc2ccc(OC)c(OC)c2)c(C)n(C)c1C,6,4.0,-0.3,-2,-5,0.1,-1.0,31,1,-1
CCCN1CCN(C(=O)c2cc(COc3ccc4ncccc4c3)on2)CC1,9,2.8,1.1,2,·,-4.0,2.7,13,4,-1
CCOc1ccc(NC(=O)N(c2ccccc2)c2ccccc2)cc1,-4,0.5,2.8,1,-6,-0.7,-0.4,-1,-1,6
O=C(N/N=C\c1cccnc1)c1ccc(Cl)cc1Cl,-20,1.2,·,2,-6,1.6,0.8,-4,·,2
